Assay outcomes (PubChem BioAssay)
inhibitors of VEEV = inhibitors of VEEV TC-83 cytopathic effect, confirmation, Vero cells (AID 588727) | Vero cells, VEEV TC-83 cytopathic effect inhibition; higher % means a stronger effect | inhibition, % at 20 µM, or IC50 in µM where a hit was titrated | 350,000 tested, 0.13% active; in the data active = a potency from the dose series; inconclusive = inhibition mostly from about 14% at the one dose, without a potency; inactive = the rest, 99 in 100 with inhibition below about 12%; note: strong numbers were not always called active
H1N1 NS1A inhibition = H1N1 influenza NS1A inhibitors, functional cell based assay (AID 504329); NS1A functional cell-based assay, percent inhibition; higher % means a stronger effect; inhibition, % at 12.5 µM, or IC50 in µM where a hit was titrated; 340,000 tested, 0.3% active; in the data active = a potency from the dose series; inconclusive = inhibition above about 27% without an active follow-up result; note: strong numbers were not always called active
H37Rv inhibition = M. tuberculosis growth inhibition, HTS (AID 449762); 330,000 tested, 0.59% active; one-dose inhibition, % at 25 µM; IC50 in µM for titrated hits; M. tuberculosis H37Rv growth inhibition, 7H9 media; higher % means a stronger effect; in the data active = a potency from the dose series; inconclusive = inhibition above about 70% without an active follow-up result;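 note: bacterial growth assessed after seven days of incubation; strong numbers were not always called active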
tuberculosis growth = growth inhibition of non-replicating M. tuberculosis (AID 488890); Mycobacterium tuberculosis non-replicating, growth inhibition; higher % means a stronger effect; inhibition, % at 25 µM, or IC50 in µM where a hit was titrated; 320,000 tested, 0.39% active; in the data active = a potency from the dose series; inconclusive = inhibition mostly from about 82% at the one dose, without a potency; inactive = the rest, 99 in 100 with inhibition below about 76%;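 note: plate controls were DMSO cells for no effect and high antibiotic wells for full effect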
Salmonella PhoP GFP = PhoP regulon inhibitors, Salmonella typhi PhoP promoter GFP reporter, confirmatory (AID 1850); Salmonella Typhi PhoP-promoter GFP reporter, fluorescence, 4 h; higher % means a stronger effect; inhibition, % at 50 µM; hits with a dose series show IC50 in µM; 310,000 tested, 0.33% active; in the data active = a potency from the dose series; inconclusive = inhibition mostly from about 25% at the one dose, without a potency; inactive = the rest, 99 in 100 with inhibition below about 19%;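 note: 0% = induced wells with vehicle and 100% = uninduced wells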
inhibitors of VEEV 10K pilot screen = second read-out of inhibitors of VEEV, no call of its own (marks repeat the call); inhibition, %; measured here: 10K pilot screen inhibition
The depositor's hits bear a star; i = inactive; ? = inconclusive; . = no result given.

SMILES	inhibitors of VEEV	H1N1 NS1A inhibition	H37Rv inhibition	tuberculosis growth	Salmonella PhoP GFP	others
CCOC(=O)C1=C(C)Nc2nc3ccccc3n2C1c1cccs1 (stereo unspecified)	i	9%	-2%	-8%	3%
CCCS(=O)(=O)N1CCCC(C(=O)NCCN(C)Cc2ccccc2)C1 (stereo unspecified)	1.1%	-5%	6%	-1%	-3%	inhibitors of VEEV 10K pilot screen=0.3
CCN(CC)CCNC(=O)CCc1c(C)nc2c(c(C)nn2-c2ccc(C)c(C)c2)c1C	2.4%	-19%	8%	51%	6%
Cc1ccc(C(=O)Nc2ccc(Cl)cc2C(=O)c2ccccc2)cc1	1.2%	-1%	24%	34%	-5%
O=C(Nc1ccc(Nc2ccccc2)cc1)c1ccccc1	4.3%	.	3%	26%	2%
CCN(CC)c1ccc(NC2CC(=O)N(CCc3ccc(OC)cc3)C2=O)cc1 (stereo unspecified)	1.1%	5%	-1%	i	5%
O=C(CCNS(=O)(=O)c1ccc(Cl)cc1)N1CCOCC1	1.2%	-5%	-7%	-7%	4%
CC(=O)Nc1nnc(-c2c(-c3ccccc3Cl)noc2C)o1	0.9%	-8%	-1%	17%	0%
COc1ccc(NC(=O)N2CCC(C(=O)c3ccc(F)cc3)CC2)cc1	6.6%	12%	1%	31%	-1%
NC(=O)C1CCN(C(=O)COc2ccc3ccccc3c2Br)CC1	2.0%	20%	3%	5%	-5%
COc1cccc(N2CCN(c3ncccn3)CC2)c1	2.1%	1%	-2%	0%	-4%
Cc1ccnc(NS(=O)(=O)c2ccc(NC(=O)c3ccc(C)o3)cc2)n1	0.8%	10%	-2%	13%	5%
O=c1nc2sc3ccccc3n2c(=O)n1-c1ccc(Cl)cc1	1.5%	10%	0%	6%	13%
CN(C(=O)c1ccc(COc2ccccc2Cl)o1)c1ccccc1	i	7%	1%	49%	-3%
CCOC(=O)C1CCCN(C2=NC(=O)/C(=C/c3ccc(OC)c(OC)c3)S2)C1 (stereo unspecified)	1.6%	-5%	-1%	-5%	-2%
Fc1ccc2nc(C3CCN(Cc4nc(CC5CC5)no4)CC3)[nH]c2c1	0.5%	2%	3%	-20%	-6%
COc1ccc(-c2noc(-c3ccccc3C(=O)NCc3ccco3)n2)cc1	7.6%	3%	6%	10%	-1%
CN(C)C(=O)c1cc(C(=O)c2ccc(F)cc2F)c[nH]1	0.1%	-26%	0%	-14%	-2%
C#Cc1ccc(CN2CCN(CCCc3ccccc3)C(CCO)C2)cc1 (stereo unspecified)	0.3%	2%	-3%	8%	4%
C=CCn1c(SCC(=O)NCc2ccco2)nc2sc3c(c2c1=O)CCCC3	1.1%	-8%	-5%	2%	2%
Cc1ccc(S(=O)(=O)CCC(=O)Nc2nnc(-c3cccs3)o2)cc1	1.1%	0%	51%	?	1%
Cc1ccccc1NC(=O)c1ccccc1NC(=O)Cc1cccc2ccccc12	1.1%	-12%	4%	4%	-17%
Cn1cnc(S(=O)(=O)NC2CCN(Cc3c(F)cccc3Cl)CC2)c1	1.1%	-1%	-21%	4%	-2%
CCOC(=O)c1ccccc1NC(=O)COC(=O)CSc1ccccc1	1.3%	3%	20%	14%	-4%
CNP(=S)(NC)OCCOc1ccc(OC)cc1	0.7%	7%	-5%	-5%	13%
New compounds follow.
SMILES	inhibitors of VEEV	H1N1 NS1A inhibition	H37Rv inhibition	tuberculosis growth	Salmonella PhoP GFP	others
CCOC(=O)N1CCN(C(=O)N2CCOCC2)CC1	0.6%	6%	-2%	-1%	6%
Fc1cccc(/C=N/Nc2ccc(Cl)nn2)c1	0.9%	4%	11%	-14%	-14%
NC(=O)N1CCN(C(=O)c2ccco2)CC1	i	-23%	-5%	-2%	1%
Cc1ccc(NC(=O)Cc2c[nH]c3ccccc23)cc1S(=O)(=O)N1CCCCCC1	i	2%	6%	40%	2%
O=C(Cn1nc(C(=O)O)c2ccccc2c1=O)Nc1cccc(S(=O)(=O)N2CCCCC2)c1	0.6%	1%	8%	1%	.
Cc1ccc(OCc2ccc(C(=O)O)o2)cc1C	i	-17%	-5%	32%	1%
CNC(=S)N/N=C/c1c(C(=O)OC)cnn1-c1ccc(F)cc1F	1.7%	-1%	-2%	-4%	-5%
O=C(CSc1ccc(F)cc1)Nc1ccc2c(c1)C(=O)NC2=O	0.5%	9%	8%	-17%	-1%
CCCC(O)(c1ccc(Cl)cc1)C(CN1CCOCC1)c1ccccc1 (stereo unspecified)	i	-7%	3%	.	.
CCOc1ccc(Br)cc1S(=O)(=O)N1CCSC1	0.6%	-2%	2%	3%	2%
Cc1ccc(C(=O)NCCc2n[nH]c(=S)n2C)cc1	i	-2%	2%	3%	-6%
O=C(N/N=C/c1c(F)c(F)c(F)c(F)c1F)c1ccc(Cn2cc(Br)cn2)o1	6.2%	-10%	?	57%	-7%
CCOC(=O)C1=CN(Cc2ccc(Br)cc2)S(=O)(=O)N(C)C1C (stereo unspecified)	0.5%	-4%	.	.	.
O=C(NCCc1ccc(Cl)cc1)c1ccc2nc[nH]c2c1	0.5%	-16%	9%	22%	1%
COc1ccccc1N1CCN(C(c2cccs2)C(C)NC(=O)C(=O)N2CCOCC2)CC1 (stereo unspecified)	1.6%	-1%	-1%	11%	-2%
COC(=O)c1ccc(NC(=O)C2CCCCC2C(=O)O)cc1 (stereo unspecified)	0.4%	1%	0%	7%	1%
Cc1nn(C)cc1C(=O)Nc1cc(Oc2ccc(Cl)cc2)cc([N+](=O)[O-])c1	i	-8%	-1%	-13%	3%
O=c1cc(-c2cccc(Br)c2)nc(-c2ccccc2F)o1	0.1%	-3%	8%	?	-1%
Cc1c(C(=O)N2CCCCC2C)sc2ncnc(N3CCc4ccccc4C3)c12 (stereo unspecified)	4.9%	4%	8%	28%	-5%
CSc1cccc(NC(=S)N(CCC(C)C)C(C)c2ccncc2)c1 (stereo unspecified)	1.3%	16%	2%	17%	3%
O=C(CNS(=O)(=O)c1ccccc1)N/N=C/c1ccccc1[N+](=O)[O-]	2.2%	-55%	1%	-2%	-1%
CC(C)Cn1c(N)c(C(=O)COC(=O)c2cccnc2Cl)c(=O)n(C)c1=O	2.7%	0%	3%	-3%	6%
C=C(C)Cn1c(=S)[nH]c2ccccc2c1=O	4.8%	-6%	-6%	6%	0%
CCCCn1c(N)c(N(CCOC)C(=O)c2ccc(-c3ccc([N+](=O)[O-])cc3)o2)c(=O)[nH]c1=O	5.2%	-3%	4%	18%	-5%
Cc1c2c(nc3ccccc13)CCC(C(C)(C)C)C2 (stereo unspecified)	i	-10%	?	-19%	-5%

Two entries picked at random from the list so far:
SMILES	inhibitors of VEEV	H1N1 NS1A inhibition	H37Rv inhibition	tuberculosis growth	Salmonella PhoP GFP	others
Cc1nn(C)cc1C(=O)Nc1cc(Oc2ccc(Cl)cc2)cc([N+](=O)[O-])c1	i	-8%	-1%	-13%	3%
COc1ccccc1N1CCN(C(c2cccs2)C(C)NC(=O)C(=O)N2CCOCC2)CC1 (stereo unspecified)	1.6%	-1%	-1%	11%	-2%

Other records follow.
SMILES	inhibitors of VEEV	H1N1 NS1A inhibition	H37Rv inhibition	tuberculosis growth	Salmonella PhoP GFP	others
CCOC(=O)NC(=O)/C(C#N)=C(/C)N(C)C	1.1%	0%	1%	-6%	4%
CCOc1ccccc1C(=O)NC1CCNCC1	i	1%	-5%	-21%	-1%
CCCC[C@@H]1C=C(C(=O)O)[C@H](c2ccc(C#N)cc2)N1S(=O)(=O)c1ccc(C)cc1	0.7%	19%	15%	20%	.
CC1(C)Cc2c(C#N)c(OCC(=O)c3ccc(Cl)cc3)nc(-c3ccco3)c2CO1	1.1%	4%	-1%	4%	2%
O=C(Nc1ccsc1C(=O)O)c1cccc(Oc2ccccc2)c1	2.6%	-6%	-6%	10%	4%
Cc1cc(C)n(-c2nc(-n3nc(C)cc3C)c3c4c(sc3n2)COC(C)(C)C4)n1	.	.	1%	?	-1%
O=c1ccc2ccc(OCc3nnc(-c4ccccc4Br)o3)cc2o1	0.6%	-18%	7%	-1%	0%
Oc1ccc(/C(Cc2ccccn2)=N\Nc2ccccc2)c(O)c1	9.9%	-2%	?	43%	-14%
Cc1ccc(S(=O)(=O)N2CCN(C(=O)c3ccc4c(c3)OCO4)CC2)cc1	i	9%	3%	1%	-2%
OC1COC(O)C(O)C1O (stereo unspecified)	1.3%	3%	1%	-9%	-16%
O=C(Nc1ccc(CN2CCS(=O)(=O)CC2)cc1)c1ccccc1	0.1%	-7%	4%	-5%	4%
CC(=O)c1cccc(NC(=S)NCCc2ccc(Cl)cc2)c1	1.0%	3%	8%	?	7%
O=C(CNC(=O)c1ccc(Br)o1)NNC(=O)c1ccccc1	3.8%	0%	.	.	.
CC1CCCC(NS(=O)(=O)c2cc3c(cc2Cl)NC(=O)CO3)C1C (stereo unspecified)	1.3%	-2%	6%	.	-14%
Cc1cccc2cc3c(N)c(C(=O)N4CCCc5ccccc54)sc3nc12	9.4%	-4%	3%	42%	-19%
N#CCCN(C(=O)COC(=O)CCc1nc2ccccc2c(=O)[nH]1)c1ccc(F)cc1	i	-13%	-3%	-10%	.
Cc1ccc(NC(=O)CS(=O)CC(=O)N(c2ccc(C)cc2)C(C)C(=O)NC2CCCCC2)cc1 (stereo unspecified)	2.9%	-9%	2%	13%	0%
O=C1C2C(C(=O)N1c1nccs1)C1C=CC2C12CC2 (stereo unspecified)	i	8%	-7%	-3%	-4%
CC1C=CCC2C(=O)N(c3ccccc3OC(=O)c3cccs3)C(=O)C12 (stereo unspecified)	i	0%	2%	6%	-8%
COc1ccc(/C=C(/C(=O)Nc2ccccc2C(=O)N2CCCC2)c2ccccc2)cc1	i	2%	3%	36%	0%
CN1CCN(C(=O)c2ccc3c(=O)n(-c4ccc(F)cc4)c(=S)[nH]c3c2)CC1	0.7%	1%	-3%	1%	-7%
CCCCN(C(=O)Cc1cccc(F)c1)c1c(N)n(CCC)c(=O)[nH]c1=O	0.1%	-5%	1%	-7%	-36%
Cc1ccc(CNC(=O)C(=O)c2cn(CC(=O)N3CCCC3)c3ccccc23)cc1	6.6%	18%	10%	10%	4%
c1cncc(-c2nnc3n2CCC3)c1	1.6%	-13%	12%	6%	19%
COc1ccc(S(=O)(=O)NCc2ccccc2)cc1Br	0.1%	-1%	-12%	-4%	-4%
(further entries)
SMILES	inhibitors of VEEV	H1N1 NS1A inhibition	H37Rv inhibition	tuberculosis growth	Salmonella PhoP GFP	others
Cc1nnc(N/N=C/c2ccccc2F)n1N	i	-13%	6%	?	6%
COc1ccc(-n2cc(CN(C)C(C)c3ccncn3)c(-c3cccc(F)c3)n2)cc1 (stereo unspecified)	5.2%	6%	?	60%	-9%
CCCc1c(C)nc(N2CCN(c3ccccc3F)CC2)[nH]c1=O	i	-6%	6%	-6%	-1%
O=c1oc(Nc2cccc(Cl)c2)nc2ccccc12	0.4%	-10%	3%	?	-4%
CCOc1ccc(N=C2NC(=O)C(CC(=O)Nc3ccccc3)S2)cc1 (stereo unspecified)	1.8%	-8%	6%	1%	-2%
CCOC(=O)N1CCN(C(=O)/C(=C/c2cccc3ccccc23)NC(=O)c2ccc(OC)c(OC)c2)CC1	i	4%	-10%	24%	-1%
O=c1c2ccccc2c(C=Nc2ccc(O)cc2)c(O)n1Cc1ccccc1	4.4%	4%	14%	-2%	-75%
O=C(c1ccc(Cl)cc1)C1CCCN(Cc2cccn2-c2cccnc2)C1 (stereo unspecified)	4.6%	10%	3%	7%	-9%
CCOC(CNC(=O)c1ccc2c(c1)ncn2-c1ccccc1OC)OCC	0.7%	-9%	1%	-10%	-8%
CC1CCN(C(=O)c2cccc(S(=O)(=O)N3CCCCC3)c2)CC1	i	1%	-12%	6%	-9%
CC(C)[C@@H](N)C(=O)NC[C@H]1O[C@@H](n2cnc3c(N)ncnc32)[C@H](O)[C@@H]1O	i	-8%	.	.	.
CC(=O)/C=C1/SC(CC(=O)O)C(=O)N1c1ccccc1 (stereo unspecified)	3.7%	-3%	-4%	-16%	-10%
CSCC[C@H](NC(=O)c1ccc(OCC2CCCO2)cc1)c1nc2ccccc2[nH]1 (stereo partly specified)	11%	-3%	0%	14%	.

4 structures out of the list, sorted by SMILES length, falling:
SMILES	inhibitors of VEEV	H1N1 NS1A inhibition	H37Rv inhibition	tuberculosis growth	Salmonella PhoP GFP	others
O=C(c1ccc(Cl)cc1)C1CCCN(Cc2cccn2-c2cccnc2)C1 (stereo unspecified)	4.6%	10%	3%	7%	-9%
CC1CCN(C(=O)c2cccc(S(=O)(=O)N3CCCCC3)c2)CC1	i	1%	-12%	6%	-9%
CCOC(CNC(=O)c1ccc2c(c1)ncn2-c1ccccc1OC)OCC	0.7%	-9%	1%	-10%	-8%
O=c1oc(Nc2cccc(Cl)c2)nc2ccccc12	0.4%	-10%	3%	?	-4%
